# Assay outcomes as filed in PubChem.
# DNA FID counter – compounds displacing fluorescent DNA intercalator, primary screen, artefact control for HCV NS3 helicase inhibitor project, biochemical, FID fluorescence. DNA fluorescent intercalator displacement. inhibition, % at 7.9 µM. 0.17% of 290,000 active; in the data active = inhibition above about 37%;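 also: 0% = vehicle and 100% = reference compound; higher means more ethidium bromide displaced from hairpin DNA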
# HCV NS3 hel inh – inhibitors of HCV NS3 helicase, primary screen, biochemical, Cy5 molecular beacon fluorescence; inhibition, % at 10.9 µM; 0.56% of 290,000 active; NS3 helicase DNA unwinding; AID 1800, 2009;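 active = inhibition above the mean of all tested compounds plus 3 SD, set per campaign, cut at about 35% in these data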;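 also: 0% = DMSO wells and 100% = thioflavine S control wells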
#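 Material: hepatitis C virus NS3 helicase domain fragment enzyme; measured by: Cy5 fluorescence, 0 and 60 min reads; control set: DMSO and thioflavine S; incubation: 60 min unwinding reaction at 25 °C after ATP addition; read-out basis: % inhibition from 60/0 min fluorescence ratio, DMSO 0%, thioflavine S 100%; repeats: singlicate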
# pCIP destab – p/CIP-EGFP fusion destabilizers, primary screen, fluorescence, F442A cells; Q05BA5; 16 h; decrease of EGFP signal, % at 10 µM; 0.01% of 290,000 active; AID 1984, 2009;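 active = EGFP signal decrease of at least 30% at 10 µM or well 3 SD below plate mean, unless failing retest; inactive = the rest, including hits failing retest or dose response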; also: some compounds called inactive have numbers as strong as hits; many of its hits are not listed in these tables
# IDE act – human IDE activators in live cells, primary screen, fluorescence polarization, HEK cells, FAbeta-B substrate; Insulin-degrading enzyme (Homo sapiens), P14735; FAbeta-B cleavage; 0% vehicle, 100% cell-free pure enzyme wells; activation, % at 5.96 µM; 0.073% of 340,000 active; AID 493087, 2011;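 active = activation above the mean of all tested compounds plus 3 SD, set per screening campaign, cut at about 17% in these data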
# IMP-1 inh – IMP-1 metallo-beta-lactamase inhibitors, primary screen, biochemical, epi-absorbance readout, Pseudomonas aeruginosa enzyme; metallo-beta-lactamase IMP-1 (Pseudomonas aeruginosa); purified IMP-1, nitrocefin hydrolysis, epi-absorbance fluorescence; AID 1556, 2009; inhibition, % at 5.6 µM; 0.45% of 290,000 active;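 active = inhibition above the mean plus 3 SD of all compounds in the same screening run, cut at about 4.5% in these data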;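 also: 0% = IMP-1 with DMSO and 100% = DMSO wells lacking enzyme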
#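 System: purified recombinant IMP-1 beta-lactamase. Medium: Zinc- and detergent-supplemented HEPES buffer, pH 7.1. Compound: one 5.6 µM dose […]. Schedule: 15 min preincubation plus 25 min reaction at 25 °C. Technique: Epi-absorbance fluorescence, 480 nm excitation, 530 nm emission.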
# SUMO HTRF inh – inhibitors of in vitro SUMOylation cascade, primary screen, biochemical, HTRF, uHTS. 0.36% of 290,000 active. inhibition, % at 35 µM. HTRF SUMOylation assay, SAE1/SAE2 + UBC9; in the data active = inhibition above about 50%, passing the limit was not always enough; also: strong numbers were not always called active
# Target sequence (P63279 whole entry, looked up): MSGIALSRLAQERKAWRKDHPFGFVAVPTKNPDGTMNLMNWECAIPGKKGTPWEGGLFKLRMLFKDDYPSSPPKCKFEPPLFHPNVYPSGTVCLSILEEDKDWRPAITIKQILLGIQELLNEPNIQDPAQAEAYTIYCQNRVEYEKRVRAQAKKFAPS
# VIM-2 inh – VIM-2 metallo-beta-lactamase inhibitors, primary screen, biochemical, epi-absorbance readout, Pseudomonas aeruginosa enzyme; purified VIM-2, nitrocefin hydrolysis, epi-absorbance fluorescence; 0.89% of 290,000 active; AID 1527, 2009; inhibition, % at 5.6 µM;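 active = inhibition above the mean of all tested compounds plus 3 SD, cutoff set per screening run, cut at about 7.5% in these data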;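 also: red hydrolysis product quenches plate fluorescence so inhibitors raise well fluorescence; 0% = enzyme with DMSO and 100% = DMSO without enzyme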
# MEKK3 PB1 HTS – modulators of MEKK3-MEK5 PB1 binding, primary screen, biochemical, wildtype MEKK3, multiplex bead flow cytometry, Alexa488-MEK5. Mitogen-activated protein kinase kinase kinase 3 (Homo sapiens), Q99759. bead-based flow cytometry, Alexa488-MEK5 binding to MEKK3; actives lie on both sides; 0 = blocked by unlabeled MEK5, 100 = vehicle. binding response (% of control), % at 10 µM. 1.4% of 290,000 active. AID 1529, 2009;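 active = binding response more than 3 SD above or below the average of its plate-row segment, actives on both sides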;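 also: Alexa488 bead fluorescence after subtracting the streptavidin-only scavenger bead signal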
# Target sequence (Q99759 whole entry, looked up): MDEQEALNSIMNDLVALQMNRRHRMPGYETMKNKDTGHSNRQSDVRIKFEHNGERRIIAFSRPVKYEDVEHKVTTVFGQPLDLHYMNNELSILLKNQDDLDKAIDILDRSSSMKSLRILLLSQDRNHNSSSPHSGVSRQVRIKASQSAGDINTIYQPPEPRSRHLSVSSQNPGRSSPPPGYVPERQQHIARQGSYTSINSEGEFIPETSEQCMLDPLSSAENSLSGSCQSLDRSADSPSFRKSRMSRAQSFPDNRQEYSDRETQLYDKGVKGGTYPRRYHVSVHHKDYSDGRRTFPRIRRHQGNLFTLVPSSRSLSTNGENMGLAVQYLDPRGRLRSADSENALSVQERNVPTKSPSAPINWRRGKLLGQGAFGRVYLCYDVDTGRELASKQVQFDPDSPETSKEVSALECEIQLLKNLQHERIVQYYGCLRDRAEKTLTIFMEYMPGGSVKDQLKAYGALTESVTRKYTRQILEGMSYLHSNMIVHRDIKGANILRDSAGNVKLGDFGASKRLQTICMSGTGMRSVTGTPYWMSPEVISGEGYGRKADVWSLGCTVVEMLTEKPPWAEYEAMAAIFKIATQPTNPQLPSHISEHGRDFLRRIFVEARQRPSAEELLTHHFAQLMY
# PHOSPHO1 block – PubChem AID 1565; Phosphoethanolamine/phosphocholine phosphatase (Homo sapiens), Q8TCT1; recombinant PHOSPHO1, absorbance phosphatase assay; inhibition, % at 13.3 µM; 1.1% of 290,000 active; in the data active = inhibition above about 60%
# Target sequence (Q8TCT1 whole entry, looked up): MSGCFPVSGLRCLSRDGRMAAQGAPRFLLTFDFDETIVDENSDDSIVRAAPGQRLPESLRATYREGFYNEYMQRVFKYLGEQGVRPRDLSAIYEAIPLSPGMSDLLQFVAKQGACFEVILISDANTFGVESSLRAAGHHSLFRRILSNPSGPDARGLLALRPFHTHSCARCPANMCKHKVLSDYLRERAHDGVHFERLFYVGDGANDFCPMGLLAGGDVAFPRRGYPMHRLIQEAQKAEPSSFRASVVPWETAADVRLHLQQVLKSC
# * hit, by the source's call; . = no result given; & = joins results of further samples. Only part of the results is shown; count on the stated rates, not on these rows.
canonical_smiles	DNA FID counter	HCV NS3 hel inh	pCIP destab	IDE act	IMP-1 inh	SUMO HTRF inh	VIM-2 inh	MEKK3 PB1 HTS	PHOSPHO1 block
O=C(CN1CCCCC1)c1ccccc1Cl	-4	-9	-3	-1	-3.1	-6	-2.7	99	-5
Cc1ccc(NP(=O)(Oc2ccccc2F)Oc2ccccc2F)cc1	-21	-12	-3	4	-0.3	-12	0.0	101	14
CCOc1ccccc1CN1C2CCC1CC(c1ccc(C)cc1)C2 (centres undefined)	5	0	-6	-1	-4.7	-8	-2.6	102	3
CCCCn1c(O)c(C(C)=NCc2ccco2)c(=O)[nH]c1=O	-26	28	-4	1	-2.1	13	-1.7	89	32
O=C(NC(=C(Cl)Cl)P(=O)(c1ccccc1)c1ccccc1)c1ccccc1	-17	0	-6	7	-3.9	14	-3.1	102	-24
COc1ccc(CN2CCN(c3ccccc3)CC2)c(C)c1C	10	-12	-1	-2	0.0	-3	-1.9	99	-9
Cc1c(C=O)c2ccccc2n1Cc1ccc([N+](=O)[O-])cc1	-6	-19	-4	1	-2.1	-15	-2.0	125	8
CCC(=NCCCn1ccnc1)c1c(O)n(-c2ccccc2)c(=O)[nH]c1=O	1	-5	-10	3	-1.3	2	-3.1	98	10
Cc1ccc(-n2c(CNCc3ccc(F)cc3)nc3ccccc3c2=O)cc1	-7	-6	-9	-5	-2.3	13	-2.1	102	20
CC1CN=C(NCCc2ccccc2)S1 (centres undefined)	0	7	-10	4	-2.5	-2	-2.0	103	13
CN=C(SCc1ccccc1)c1c(O)n(C)c(=O)n(C)c1=O	-2	-3	-4	0	-2.3	6	0.4	96	1
Cc1c(N=Cc2c(O)n(C)c(=O)[nH]c2=O)c(=O)n(-c2ccccc2)n1C	2	-2	-6	.	-2.4	17	-2.1	89	30
Cc1cc(/C=C2\C(=O)NC(=S)N(C)C2=O)c(C)n1C1CCCCC1	-5	-4	-11	4	-1.0	-1	-0.9	105	8
O=C1CC(=O)N(c2ccc3c(c2)OCO3)C(=O)N1	-8	16	-5	2	-3.6	-6	1.0	102	-25
CCc1nnc(NS(=O)(=O)c2ccc(N=Cc3c(O)n(-c4ccc(Cl)cc4)c(=O)[nH]c3=O)cc2)s1	-19	17	-58	50*	-1.3	0	-0.2	104	-5
Cc1cc(/C=C2\C(=O)NC(=O)N(c3ccc(Br)cc3)C2=O)c(C)n1-c1cc(C(=O)O)cc(C(=O)O)c1	-16	13	-8	-6	-3.6	15	-2.0	98	37
O=P(O)(O)COc1ccccc1O	-1	2	-14	3	0.2	10	3.5	97	4
COc1ccc(C(=O)C2CCCN(Cc3ccc(C)s3)C2)c(OC)c1 (centres undefined)	1	1	-9	1	-1.9	6	-1.2	117	35
Nc1nnc(CCN2CCCCC2)s1	-1	4	15	5	-0.5	2	-0.1	105	0
CCOC(=O)c1c(/N=C/c2c(O)n(-c3cccc(C)c3)c(=O)[nH]c2=O)sc2c1CCCC2	-9	4	-14	-2	-2.4	22	0.1	96	3
O=[N+]([O-])c1ccc(-c2ccccc2)c([As](=O)(O)O)c1	-3	8	-1	3	-1.0	3	76*	94	39
N=c1c2c(n(Cc3ccc(Cl)cc3Cl)c3c1CCC3)CCCC2	8	-17	-32	0	-1.2	19	1.6	100	-27
O=C1NC(=O)C(C/C=C/c2ccccc2)C(=O)N1	3	-11	-3	-1	-2.1	6	-1.8	113	17
COc1ccccc1-n1c(-c2ccccc2Cl)nc2ccccc2c1=O	-26	-3	-6	-1	-3.0	5	-2.7	113	29
CCC(C)(C)n1nnnc1C(c1cccs1)N1CC=C(c2ccc(F)cc2)CC1 (centres undefined)	-6	-4	5	2	-1.3	-9	2.2	85	-7
C[C@@H]1CC[C@H]2[C@@H](C)C(=O)O[C@@H]3O[C@@]4(C)CC[C@@H]1[C@]32OO4	-11	9	4	4	-2.1	-14	-1.3	102	8
ClCCNc1nc2ccc(Cl)cc2[nH]1	4	4	-4	8	-3.2	2	-5.0	99	30
Cc1nc2ccc(Cl)cc2c(=O)n1-c1ccccc1Cl	-9	-4	-1	-1	-0.9	8	3.1	102	30
CCC(=O)N1N=C(c2c(O)n(CCc3ccccc3)c(=O)[nH]c2=O)CC1c1ccc(OC)c(OC)c1 (centres undefined)	-41	9	1	.	-3.2	-52	-2.4	96	27
CC(C)Cc1nnc(NC(=O)CCC(=O)N2CCN(CCOC(c3ccccc3)c3ccccc3)CC2)s1	-15	-56	-6	0	-0.8	-14	0.4	95	-14
CC1N=C(c2ccccc2)c2cc(Br)ccc2NC1=O (centres undefined)	-26	7	-8	-2	-1.0	19	-1.5	103	20
C=CCN1C(=O)NC(=O)/C(=C/c2ccc(N(C)C)c(Br)c2)C1=O	-2	11	-10	9	-2.0	33	-4.0	101	27
Cc1cc(C)cc(N2C(=O)NC(=O)/C(=C\C=C\c3ccco3)C2=O)c1	-25	54*	-21	-8	-2.6	16	-3.7	104	10
CCCCn1c(=O)c(C(=O)Nc2ccc(C)cn2)c(O)c2ccccc21	-2	1	4	1	0.6	-4	-2.1	101	15
O=C(c1cc(F)ccc1F)C1CCCN(Cc2cc(Cl)ccc2O)C1 (centres undefined)	-3	-6	6	-1	0.0	-9	-1.2	101	14
COc1cccc(CN2CCNCC2)c1OC	1	2	-5	4	-0.5	21	-0.7	107	19
Cc1ccc(N2C(=O)NC(=O)/C(=C\c3cc(C)n(-c4sc5c(c4C#N)CCCC5)c3C)C2=O)cc1	-12	26	-9	-3	-0.2	16	-0.6	99	-6
CCn1c(O)c(C(=O)CC2NCCc3ccccc32)c(=O)n(CC)c1=S (centres undefined)	-6	1	6	-10	9.6*	3	-0.1	115	2
COc1ccc(CN2CCCC(C(=O)c3ccc(Cl)cc3)C2)c(O)c1 (centres undefined)	8	-13	-1	4	-0.2	4	1.1	97	4
N[C@@H](Cc1ccccc1)C(=O)N1C[C@H]2C[C@@H](C1)c1cccc(=O)n1C2	-12	11	-7	3	-2.4	16	1.6	99	19

# Retrieved one by one from the entries so far:
canonical_smiles	DNA FID counter	HCV NS3 hel inh	pCIP destab	IDE act	IMP-1 inh	SUMO HTRF inh	VIM-2 inh	MEKK3 PB1 HTS	PHOSPHO1 block
N[C@@H](Cc1ccccc1)C(=O)N1C[C@H]2C[C@@H](C1)c1cccc(=O)n1C2	-12	11	-7	3	-2.4	16	1.6	99	19
Cc1ccc(N2C(=O)NC(=O)/C(=C\c3cc(C)n(-c4sc5c(c4C#N)CCCC5)c3C)C2=O)cc1	-12	26	-9	-3	-0.2	16	-0.6	99	-6
CCn1c(O)c(C(=O)CC2NCCc3ccccc32)c(=O)n(CC)c1=S (centres undefined)	-6	1	6	-10	9.6*	3	-0.1	115	2

# Later entries:
canonical_smiles	DNA FID counter	HCV NS3 hel inh	pCIP destab	IDE act	IMP-1 inh	SUMO HTRF inh	VIM-2 inh	MEKK3 PB1 HTS	PHOSPHO1 block
Cc1ccccc1N1CCN(C2CCCN(C(=O)COc3ccccc3)C2)CC1 (centres undefined)	-3	-5	5	-2	-0.3	25	0.1	104	13
O=[N+]([O-])c1ccc(Nc2ccccc2)cc1	5	-1	-6	3	-0.6	-1	-2.9	104	5
Clc1ccc(-c2nc3ccc(Cl)cn3c2CN2CCOCC2)cc1	-15	-8	-9	1	-2.8	-5	0.7	105	5
CCN1C(=O)NC(=O)/C(=C\c2ccc(N3CCOCC3)cc2OC)C1=O	-5	2	-10	.	-1.4	-2	-0.6	.	23
CC[N+](CC)(CC)CCCOC(=O)C(O)(c1ccccc1)C1CCCCC1 (centres undefined)	16	4	-6	6	-5.6	20	-0.3	100	-6
O=c1[nH]c(=O)n(-c2cccc(Cl)c2)c(O)c1/C=N/c1ccccn1	-6	15	-3	6	-2.7	11	-1.2	105	19
CCCc1cc(=O)oc2cc(OCC(=O)N3CCC(C(=O)O)(c4ccccc4)CC3)ccc12	-23	49*	-2	3	0.8	10	0.8	100	-2
COc1ccccc1-n1c(-c2ccc(C)cc2)nc2ccccc2c1=O	-28	-7	-2	4	-5.0	-2	-2.5	96	32
Cc1ccc2c(c1)C1CN(C)CCC1N2C(=O)Cc1cccs1 (centres undefined)	-2	1	-2	2	-3.6	-7	-3.4	106	-14
CCN1CCN(CC(=O)c2c(C)n(Cc3ccccc3)c3ccc(OC)cc23)CC1	8	-13	0	1	-3.1	9	0.9	105	3
COC(=O)C1C(OC(=O)c2ccccc2)CC2CCC1N2C (centres undefined)	2	5	-15	1&6	-2.0	14	-2.2	107	28
Cc1nc2ccccc2c(=O)n1-c1ccc(-c2ccccc2)cc1	-34	-4	6	-7	-2.5	-8	1.4	104	27
O=C1C(=O)c2cccc3cccc1c23	-5	17	-4	-6	5.1*	21	-0.1	83	4
Fc1ccc(C(OCCN2CCCC2)c2ccc(Br)cc2)cc1 (centres undefined)	15	-34	0	10	-1.1	-8	-0.6	91	-18
COc1ccc(-c2cc(=O)oc3c(C)c(OC(C)C(=O)N4C[C@H]5C[C@@H](C4)c4cccc(=O)n4C5)ccc23)cc1 (some centres undefined)	-41	-21	-11	-16	-1.5	20	1.6	98	23
O=c1c2ccccc2nc(/C=C/c2ccccc2)n1-c1ccc(O)cc1	-29	-6	-20	3	-2.1	6	-4.6	105	24
Cc1ncc([N+](=O)[O-])n1CCOC(N)=O	-1	10	-9	5	-2.5	19	0.1	90	27
COc1cccc(-c2cc(C(F)(F)F)n3nc(C(=O)N4CCC5(CC4)OCCO5)cc3n2)c1	-2	0	7	4	-2.5	-2	-3.7	58	16
CCC(=NCC1CCCO1)c1c(O)n(-c2ccccc2C)c(=O)[nH]c1=O (centres undefined)	-10	30	2	-5	-0.3	14	1.9	90	12
Brc1ccccc1CNCCc1ccc2c(c1)OCO2	13	-8	0	0	0.9	6	0.2	104	41
CC(=O)Nc1ccc(OCCF)cc1	-1	7	-2	12	-2.8	5	-3.6	105	38
COc1cc(C(=O)N/N=C/C23CC[C@@H](O)CC2(O)CC[C@@H]2[C@@H]3CCC3(C)C(C4=CC(=O)OC4)CCC23O)ccc1O (some centres undefined)	-35	-3	2	-2	-0.1	24	-0.7	96	32
Cn1c(O)c(/C=C/C=Nc2ccccc2)c(=O)n(C)c1=S	-1	-2	-28	-17	6.1*	8	4.7	93	-14
Cn1cc(C(=O)N2CCCCC2)c2ccccc21	-11	-13	9	0	-1.9	1	-0.9	101	-8
